hERG protect: compounds protecting human hERG from proarrhythmic drug block | 0.51% of 310,000 active | CHO-hERG, FluxOR thallium flux, dofetilide IC70 present | AID 1511 | activation (rescue from dofetilide block), less the hit threshold, % at 10 µM;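 active means activation above the mean of controls blocked by dofetilide plus 5 SD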;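 further: thallium influx through hERG after potassium depolarization seen as dye fluorescence rise; in these data hits start at about 4.7%; inactives centre near -7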
TMEM16A inh: blocks the mouse calcium-activated chloride channel TMEM16A; HEK293 TMEM16A/YFP iodide influx fluorescence, ionomycin; normalized B-score (activity score, 25-100; higher = stronger inhibition) at 10 µM; 1.2% of 310,000 active; AID 588511;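 active means ratio plate-corrected score three or more library SD toward inhibition, starting fluorescence score within five deviations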;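 further: score derived from kinetic fluorescence span divided by baseline fluorescence per well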
HDAC3 inhib: inhibitors of human histone deacetylase 3. recombinant HDAC3, fluorogenic peptide/trypsin coupled, fluorescence. 0.15% of 320,000 active. inhibition, % at 8.3 µM. O15379. AID 2718; in the data active means inhibition above about 26%, passing the limit was not always enough; inconclusive means no clear call, values can overlap the other calls
Dyrk1A ADPGlo: blocks rat Dyrk1A kinase activity; ADP-Glo luminescence, NFATc1 peptide; inhibition, % at 12.5 µM; 0.43% of 310,000 active; in the data active means inhibition above about 50%;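 further: plate controls were vehicle with enzyme for no effect and no enzyme for full effect; many of its hits are not listed in these tables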
KCNQ1 inh: human KCNQ1 channel inhibition; P51787; CHO-K1 KCNQ1, FluxOR thallium flux fluorescence; hits give high values; B-score at 10 µM; 1.3% of 310,000 active;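 active means compounds whose thallium flux B-score, printed positive for inhibition, exceeds three library SD while starting fluorescence stays within three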;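 further: channel opened by potassium depolarization with thallium stimulus after 20 min compound exposure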
Target sequence (P51787 whole entry, looked up): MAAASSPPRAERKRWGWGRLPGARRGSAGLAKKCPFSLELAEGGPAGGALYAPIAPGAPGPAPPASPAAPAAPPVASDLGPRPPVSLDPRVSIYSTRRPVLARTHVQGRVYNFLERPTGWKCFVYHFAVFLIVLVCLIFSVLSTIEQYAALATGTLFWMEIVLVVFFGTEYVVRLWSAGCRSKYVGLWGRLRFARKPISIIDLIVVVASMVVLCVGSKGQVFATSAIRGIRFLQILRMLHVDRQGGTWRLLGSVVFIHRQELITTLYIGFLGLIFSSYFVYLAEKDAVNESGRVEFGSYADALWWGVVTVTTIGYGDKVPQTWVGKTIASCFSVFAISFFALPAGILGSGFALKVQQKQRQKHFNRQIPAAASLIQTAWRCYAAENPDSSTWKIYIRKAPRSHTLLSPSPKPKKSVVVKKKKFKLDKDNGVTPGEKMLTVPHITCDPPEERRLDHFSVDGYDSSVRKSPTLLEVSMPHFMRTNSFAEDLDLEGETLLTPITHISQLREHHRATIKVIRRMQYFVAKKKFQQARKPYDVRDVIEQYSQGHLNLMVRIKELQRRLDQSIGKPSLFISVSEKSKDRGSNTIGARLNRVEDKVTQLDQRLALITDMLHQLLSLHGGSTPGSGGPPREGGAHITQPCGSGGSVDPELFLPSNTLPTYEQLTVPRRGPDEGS
KCNQ1 pot: potentiators or activators of human KCNQ1 potassium channel; P51787; CHO-K1 KCNQ1, thallium flux FluxOR fluorescence; hits give high values; B-score at 10 µM; 0.35% of 310,000 active; AID 2648;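 active means fluorescence ratio B-score, a plate-corrected score, at least three library SD, with initial intensity B-score within 5 SD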
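Test system: CHO-K1 cells stably expressing KCNQ1 / Medium: assay buffer / Also added: depolarizing K+/Tl+ stimulus, K2SO4 and Tl2SO4 each 12.5 mM in 5x stock / Incubation: 90 min dye loading and 20 min compound exposure, both at room temperature / Signal: thallium influx via FluxOR fluorescence, kinetic imaging / Evaluation: B score of baseline-normalized fluorescence ratio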
KCNK3 block: human KCNK3 channel inhibition, primary screen | 0.84% of 340,000 active | B-score at 10 µM | CHO-KCNK3 thallium flux, FluxOR fluorescence; hits give low values;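 active means B-score under library mean minus 4 SD, starting fluorescence ratio at most library mean plus 5 SD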;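 further: more negative B-score means stronger inhibition of thallium flux through KCNK3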
TRPC4 PAM: allosterically enhances the mouse TRPC4 cation channel | Q9QUQ5 | HEK293 TRPC4beta/mu-opioid, DAMGO EC20, Fluo-4 Ca2+ flux; hits give high values | B-score at 10 µM | 0.42% of 310,000 active;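 active means B-score of calcium response area above 5 SD of library B-scores, with initial fluorescence ratio within 5 SD of library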;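 further: B-score of integrated fluorescence ratio over time as area under calcium response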
KCNK9 block: inhibitors of human KCNK9 two-pore domain potassium channel. Q9NPC2. HEK293 KCNK9, FluxOR thallium flux fluorescence; hits give low values. B-score at 10 µM. 1.2% of 310,000 active;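 active means ratio B-score over 3 SD below the library mean, with starting fluorescence within 5 SD of its mean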;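 further: negative B-score means less thallium flux so channel inhibition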
ANO1 activ: mouse TMEM16A channel activation, primary screen; Q8BHY3; HEK293 TMEM16A/YFP-H148Q/I152L, iodide quench fluorescence; hits give low values; B-score at 10 µM; 0.3% of 340,000 active; AID 623877;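 active means fluorescence-ratio B-score plate-corrected deviation score at least 3 library SD below zero, with starting fluorescence score within 5 deviations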;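 further: channel opened by trigger with iodide after compound preincubation; score built on the fluorescence ratio of max minus min over baseline; more negative score means more quench and so TMEM16A activation or potentiation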
TRPC4 agonist: opens the mouse TRPC4 cation channel | Q9QUQ5 | HEK293 TRPC4beta/mu-opioid, Fluo4 calcium fluorescence; hits give high values | B-score at 10 µM | 0.49% of 310,000 active | AID 2237;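 active means B-score above 5 SD of library B-scores, and initial fluorescence ratio not above library mean plus 5 SD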;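 further: positive B-score marks a calcium rise read as TRPC4 activation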
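Test system: HEK293 cells stably co-expressing mouse TRPC4beta and mu-opioid receptor | Schedule: Fluo4 dye loading 45 min at room temperature, 110 s recording | Measured by: Kinetic Fluo4 calcium fluorescence, 5 s baseline at 1 Hz | Evaluation: B score of integrated ratio | Controls: Buffer (low) and maximal DAMGO (high)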
An asterisk follows results filed as active; i = inactive; ? = inconclusive; nt = not tested or not shown. This is a subset; rates above refer to the full screens.

SMILES	hERG protect	TMEM16A inh	HDAC3 inhib	Dyrk1A ADPGlo	KCNQ1 inh	KCNQ1 pot	KCNK3 block	TRPC4 PAM	KCNK9 block	ANO1 activ	TRPC4 agonist
O=C(CSc1nnc2ccccn12)Nc1ccccc1C(=O)NC1CC1	-16	i	7	3	i	i	i	i	i	i	i
O=C(Nc1nccs1)c1ccc(CSc2ccccc2)o1	-10	i	3	5	i	i	i	i	i	i	i
COc1ccc(C(=O)N[C@H](C(=O)N2CCN(c3ccccc3F)CC2)C(C)C)cc1	4.9*	i	-5	6	i	i	i	i	i	i	i
CC(C)c1ccc2oc(-c3cc(N)ccc3O)nc2c1	-5	i	-7	-1	i	i	i	i	i	i	i
CC(=O)N/N=c1\sc2ccccc2n1C	-13	i	4	0	i	i	i	i	i	i	i
O=C(CN1CCOCC1)Nc1ncc(Cc2cccc3ccccc23)s1	0	25*	-3	-12	i	i	i	i	i	i	i
CCOC(=O)c1c(-c2ccccc2)nc2ccc(C)cn12	-5	i	-3	6	i	i	i	i	i	i	i
CCOc1ccc(NC(=O)c2ccc3c(=O)n(-c4ccc(OC)cc4OC)c(=S)[nH]c3c2)cc1	-3	i	-1	-9	i	i	i	i	i	i	i
Cc1ncc(CN2CCC(CO)(Cc3ccccc3)CC2)s1	-8	i	9	nt	i	i	i	i	i	i	i
COc1ccc(/C=C(\C#N)C(=O)NCC2CCCO2)cc1OC (centres undefined)	-3	i	15	-4	i	i	i	i	i	i	i
Cc1ccnc(SCc2nc3ccccc3s2)n1	-11	i	-3	2	i	i	i	i	i	i	i
O=C(/C=C(\O)c1ccc(Cl)cc1)C(=O)NNC(=O)C(O)(c1ccccc1)c1ccccc1	nt	i	0	-4	nt	nt	i	nt	nt	i	nt
O=C(O)c1cc(-c2ccccc2)on1	-8	i	-1	4	i	i	i	i	i	i	i
O=C1CCC(C(=O)N2CCc3c(Cl)cccc3C2)CN1CCCN1CCOCC1 (centres undefined)	-4	i	-3	-6	i	i	i	i	i	i	i
O=C(O)c1ccc(C(=O)Nc2ccc(F)cc2)cc1	nt	i	10	-2	nt	nt	i	nt	nt	i	nt

Compound profiles, as listed above. Order of values: hERG protect	TMEM16A inh	HDAC3 inhib	Dyrk1A ADPGlo	KCNQ1 inh	KCNQ1 pot	KCNK3 block	TRPC4 PAM	KCNK9 block	ANO1 activ	TRPC4 agonist
Profile of CC(=O)N/N=c1\sc2ccccc2n1C = -13	i	4	0	i	i	i	i	i	i	i
Profile of O=C(Nc1nccs1)c1ccc(CSc2ccccc2)o1 = -10	i	3	5	i	i	i	i	i	i	i
Profile of COc1ccc(C(=O)N[C@H](C(=O)N2CCN(c3ccccc3F)CC2)C(C)C)cc1 = 4.9*	i	-5	6	i	i	i	i	i	i	i
Profile of CC(C)c1ccc2oc(-c3cc(N)ccc3O)nc2c1 = -5	i	-7	-1	i	i	i	i	i	i	i

Remaining list, next part.
SMILES	hERG protect	TMEM16A inh	HDAC3 inhib	Dyrk1A ADPGlo	KCNQ1 inh	KCNQ1 pot	KCNK3 block	TRPC4 PAM	KCNK9 block	ANO1 activ	TRPC4 agonist
O=C(NCc1nc2ccccc2[nH]1)c1ccccc1F	-3	i	-6	nt	i	i	i	i	i	i	i
O=C(CNC(=O)c1ccc(S(=O)(=O)N2CCCC2)cc1)N/N=C/c1ccc(F)cc1	-10	i	8	-20	i	i	i	i	i	i	i
CCc1nnc(NC(=O)C(CC)CC)s1	-7	i	3	2	i	i	i	i	i	i	i
O=C(Nc1ccc(O)cc1)/C(=C\C=C\c1ccccc1)NC(=O)c1ccccc1	-12	i	0	1	i	i	i	i	i	i	i
CCN1CCN(CCCNC(=O)C(=O)c2c(C)[nH]c3ccccc23)CC1	-8	i	14	0	i	i	i	i	i	i	i
Cc1cc(C(=O)N/N=C/c2ccc(OCc3ccccc3)cc2)c(C)o1	-1	i	2	-4	i	i	i	i	i	i	i
O=C1/C(=C\c2ccccc2)CCc2c1[nH]c1ccccc21	-9	i	6	-8	i	i	i	i	i	i	i
Cc1nn(CC(=O)Nc2ccc(C(C)C)cc2)c(C)c1[N+](=O)[O-]	-3	i	5	10	i	i	i	i	i	i	i
CC(C)Oc1ccc(C(=O)NC2=NCCS2)cc1	-21	i	?	1	i	i	i	i	i	i	i
Cc1ccc(C(=O)NC(=S)Nc2cccc3c(C)cc(C)nc23)cc1	-8	i	5	5	i	i	i	i	i	i	i
Fc1ccc(-n2c(-c3ccc4ccccc4n3)n[nH]c2=S)cc1Cl	-4	i	6	6	i	i	i	i	i	i	i
Cc1nn(C)c(C(=O)Nc2ccc3c(c2)OCO3)c1[N+](=O)[O-]	-7	i	-2	5	i	i	i	i	i	i	i
COc1ccc(C(=O)NN(C)c2nc(-c3ccccc3)nnc2C(F)(F)F)cc1	-4	i	-1	-1	i	i	i	i	i	i	i
COc1ccccc1N(CC(=O)NCCSCc1cccc(Cl)c1)S(C)(=O)=O	-4	i	5	0	i	i	i	i	i	i	i
COc1ccc(CCNC(=O)CNS(=O)(=O)c2ccc(Cl)cc2)cc1	-3	i	4	nt	i	i	i	i	i	i	i
CCn1nnc(NC(=O)COc2cc(C)ccc2C(C)C)n1	-9	i	13	0	i	i	i	i	i	i	i
C/C(=N/OC(=O)c1c(-c2c(F)cccc2Cl)noc1C)c1cnccn1	-4	i	-1	5	i	i	i	i	i	i	i
CN(c1ccccc1C(=O)N1CCN(Cc2ccc3c(c2)OCO3)CC1)S(C)(=O)=O	-10	i	?	0	i	i	i	i	i	i	i
C=CCSc1ncc(CO)n1Cc1ccccc1	-3	i	9	0	i	i	i	i	i	i	i
Cc1ccc(NC(=O)CN2CCN(C)CC2)cc1S(=O)(=O)N1CCOCC1	-9	i	8	2	i	i	i	i	i	i	i
O=C(c1ccccc1Nc1ccc(SC(F)F)cc1)N1CCCCC1	-8	i	-6	-2	i	i	i	i	i	i	i
COc1cccc(-n2nnc3c(=O)n(C/C=C/c4ccccc4)cnc32)c1	-4	i	nt	2	i	i	i	i	i	i	i
O=C(CSc1nnc(COc2ccc(Cl)cc2)n1Cc1ccco1)c1ccccc1F	-10	i	2	-4	i	i	i	i	i	i	i
Cc1noc(C)c1C(=O)OCC(=O)Nc1c(F)cccc1F	-14	i	8	-9	i	i	i	i	i	i	i
CCCCSc1nc2c(c(=O)[nH]c(=O)n2C)n1CCc1ccccc1	-11	i	-2	3	i	i	i	i	i	i	i
CCc1[nH]nc2c1C(c1ccsc1)C(C#N)=C(N)O2 (centres undefined)	-7	i	9	1	i	i	i	i	i	i	i
CS(=O)(=O)c1ccccc1-c1nnc(NC(=O)Cc2ccccc2)o1	-2	i	?	0	i	i	i	i	i	i	i
COCC1CCCCN1C(=O)c1ccc(OC2CCN(CCc3ccccc3)CC2)cc1 (centres undefined)	-6	i	2	-3	i	i	i	i	i	i	i
CN(c1ccccc1)S(=O)(=O)c1cccc(NC(=O)Cn2cnc3ccccc3c2=O)c1	-2	i	nt	-4	i	i	i	i	i	i	i
COc1ccc(NC(=O)CCNC(=O)c2ccccc2)cc1S(N)(=O)=O	-6	i	4	1	i	i	i	i	i	i	i
Cc1ccccc1N1CC(O)(c2ccccc2)[N+]2=C1SCC2 (centres undefined)	-10	i	3	-2	i	i	i	i	i	i	83*
O=C(COC(=O)c1ccccn1)NC1CCCCC1	-9	i	-4	-4	i	i	i	i	i	i	i
CC1CN(C(=O)C(C)Sc2nnnn2C)CC(C)O1 (centres undefined)	-11	i	0	nt	i	i	i	i	i	i	i
Cc1ccc(C)c2[nH]c(=O)c(CN(Cc3ccco3)C(=S)NCC3CCCO3)cc12 (centres undefined)	-4	i	6	nt	i	i	i	i	i	i	i
Cc1ccc2c(C)c(C(=O)Nc3cccnc3)oc2c1	-12	i	-1	-2	i	i	i	i	i	i	i
COc1ccc(C(=O)NCC(=O)NCC2COc3ccccc3O2)cc1 (centres undefined)	-1	i	-6	9	i	i	i	i	i	i	i
OC(CN=c1sc2ccccc2n1CC(O)COc1ccccc1)COc1ccccc1 (centres undefined)	-17	i	15	0	i	i	-13*	i	i	i	i
CCOC(=O)NNC(=O)C1CCC(C)CC1 (centres undefined)	-1	i	-4	5	i	i	i	i	i	i	i

Quoted at random: 2 entries already listed, in no set order.
SMILES	hERG protect	TMEM16A inh	HDAC3 inhib	Dyrk1A ADPGlo	KCNQ1 inh	KCNQ1 pot	KCNK3 block	TRPC4 PAM	KCNK9 block	ANO1 activ	TRPC4 agonist
CC1CN(C(=O)C(C)Sc2nnnn2C)CC(C)O1 (centres undefined)	-11	i	0	nt	i	i	i	i	i	i	i
O=C(COC(=O)c1ccccn1)NC1CCCCC1	-9	i	-4	-4	i	i	i	i	i	i	i

Assay outcomes deposited in PubChem BioAssay by several laboratories.
